Bioassay records from PubChem BioAssay.
Tb PFK inh – inhibitors of T. brucei phosphofructokinase; 330,000 tested, 0.17% active; T. brucei PFK, ADP-Glo luminescence; AID 485367; Potency, µM (top dose mostly 57.5 µM), for the others: top-dose activity, negative = inhibition, actives largely listed as inhibitors;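 note: potency is the fitted concentration of half-maximal effect; 0% = uninhibited 1x PFK enzyme wells and -100% = no-enzyme wells; nearly all actives have a fitted effect of over 60% in size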
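1.25 nM PFK with 0.5 mM F6P and 0.1 mM ATP in 0.1 M TEA pH 8.0, 5 mM MgCl2, incubated 45 min at room temperature; ADP measured by ADP-Glo luminescence; compounds titrated up to 57 uM.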
ELG1 DNA repair – blocks ELG1-dependent DNA repair in HEK293T cells; HEK293T ELG1-luciferase reporter, luminescence, 16 h; DNA damage induced by 5-fluorouridine; 330,000 tested, 2.3% active; Potency, µM (highest dose often 46.1 µM), for the others: at the top dose activity change, negative = inhibition, actives largely listed as inhibitors; note: potency is the fitted concentration of half-maximal effect; % is set by controls: 0 for no effect and ±100 for the full control effect; nearly all actives have a fitted effect of over 55% in size
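Reporter activity after DNA damage by 5-fluorouridine is monitored. Compound-treated cells incubate 16 hr at 37 °C, then ONE-Glo is added for 30 min before luminescence reading.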
NPC1 prom act – activators of NPC1 promoter; Huh7 NPC1 promoter luciferase reporter, 24 h; Potency, µM (titrated, usually from 9.22 µM), without a hit: top-dose activation, usual class: activators; 320,000 tested, 2.4% active; AID 485313;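 note: potency is the fitted concentration of half-maximal effect; % of control where 0% means no effect; nearly all actives have a fitted effect of over 60% in size; reporter is driven by a mutant NPC1 promoter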
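Stably transfected Huh7 (NPC1 promoter→luciferase), 1500 cells/well in Opti-MEM + 10% FBS, 2 h settle, then compound 24 h at 37 °C. Luminescence after 10 min with Amplite reagent.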
Gal4-VP16 FLuc – counter-screen for ROR gamma inhibitors: Gal4-VP16 reporter; Drosophila S2 Gal4-VP16 UAS-luciferase, luminescence, 20 h; Potency, µM (doses to about 53.6 µM), without a hit: top-dose activity, negative = inhibition, actives largely listed as inhibitors; 310,000 tested, 3.5% active; AID 2546;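 note: Gal4-VP16 expression switched on by copper sulfate through the metallothionein promoter; potency is the fitted concentration of half-maximal effect; % is set by controls: 0 for no effect and ±100 for the full control effect; nearly all actives have a fitted effect of over 50% in size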
Rab9 prom act – activators of Rab9 promoter | Huh7 Rab9 promoter-luciferase reporter, luminescence, 24 h | Potency, µM (titrated, usually from 9.22 µM), inactives show at the top dose activation, negative = inhibition, most hits filed as activators | 320,000 tested, 2.8% active | AID 485297; note: potency is the fitted concentration of half-maximal effect; % of control where 0% means no effect; nearly all actives have a fitted effect of over 60% in size
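Huh7 reporter line, Rab9 promoter upstream of luciferase. Compound exposure 24 h at 37 °C in reduced-serum medium with 10% FBS. Read-out: luminescence.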
ELG1 genotox – inducers of genotoxicity in HEK293T ELG1-luciferase cells. HEK293T ELG1-luciferase reporter, luminescence, 16 h. Potency, µM (top dose mostly 46 µM), without a hit: at the top dose activity change, positive = activation, hits mostly activators. 330,000 tested, 1.3% active. AID 504466; note: potency is the fitted concentration of half-maximal effect; % of control where 0% means no effect; nearly all actives have a fitted effect of over 60% in size
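Genotoxicity was scored as increased ELG1-luciferase reporter signal, measured by ONE-Glo luminescence (30 min, room temperature). Compound or vehicle exposure of the HEK293T reporter cells lasted 16 hr at 37°C.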
FLuc modulator – firefly luciferase modulation, counter-screen for miR-21 project. P08659. purified FLuc, Km substrates, luminescence inhibition. Potency, µM (doses to about 57.5 µM), without a hit: at the top dose activity change, negative = inhibition, actives largely listed as inhibitors. 360,000 tested, 6.9% active;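 note: potency is the fitted concentration of half-maximal effect; plate controls were vehicle for no effect and reference inhibitor for full effect; nearly all actives have a fitted effect of over 55% in size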
Target sequence (P08659 whole entry, looked up): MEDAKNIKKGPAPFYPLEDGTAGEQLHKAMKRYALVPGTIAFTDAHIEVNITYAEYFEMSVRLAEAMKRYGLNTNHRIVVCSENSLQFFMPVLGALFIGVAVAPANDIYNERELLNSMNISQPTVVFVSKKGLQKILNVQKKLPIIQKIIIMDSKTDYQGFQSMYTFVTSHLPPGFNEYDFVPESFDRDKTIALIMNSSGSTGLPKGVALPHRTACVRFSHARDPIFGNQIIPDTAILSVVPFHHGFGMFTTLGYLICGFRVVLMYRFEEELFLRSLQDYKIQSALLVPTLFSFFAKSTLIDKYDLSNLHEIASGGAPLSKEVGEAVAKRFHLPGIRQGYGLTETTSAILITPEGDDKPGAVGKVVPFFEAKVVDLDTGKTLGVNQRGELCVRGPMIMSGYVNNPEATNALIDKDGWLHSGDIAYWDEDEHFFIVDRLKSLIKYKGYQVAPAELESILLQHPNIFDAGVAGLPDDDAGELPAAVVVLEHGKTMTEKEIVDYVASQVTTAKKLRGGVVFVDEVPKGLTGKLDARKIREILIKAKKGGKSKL
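Purified P. pyralis luciferase (10nM final) with 10uM D-luciferin and 10uM ATP (Km levels) in 50mM Tris acetate pH 7.5, 10mM Mg acetate, 0.01% Tween-20, 0.05% BSA; qHTS 6-point titration, ~60 µM downward; luminescence read.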
RORg inh – blocks mouse ROR gamma transcriptional activity | Potency, µM (doses to about 53.6 µM), without a hit: at the highest dose activity change, negative = inhibition, usual class: inhibitors | Drosophila S2 Gal4-RORgamma UAS-luciferase reporter, 20 h | P51450 | 310,000 tested, 5.4% active; note: potency is the fitted concentration of half-maximal effect; % is set by controls: 0 for no effect and ±100 for the full control effect; nearly all actives have a fitted effect of over 60% in size
Target sequence (P51450 whole entry, looked up, the tested form may be a part): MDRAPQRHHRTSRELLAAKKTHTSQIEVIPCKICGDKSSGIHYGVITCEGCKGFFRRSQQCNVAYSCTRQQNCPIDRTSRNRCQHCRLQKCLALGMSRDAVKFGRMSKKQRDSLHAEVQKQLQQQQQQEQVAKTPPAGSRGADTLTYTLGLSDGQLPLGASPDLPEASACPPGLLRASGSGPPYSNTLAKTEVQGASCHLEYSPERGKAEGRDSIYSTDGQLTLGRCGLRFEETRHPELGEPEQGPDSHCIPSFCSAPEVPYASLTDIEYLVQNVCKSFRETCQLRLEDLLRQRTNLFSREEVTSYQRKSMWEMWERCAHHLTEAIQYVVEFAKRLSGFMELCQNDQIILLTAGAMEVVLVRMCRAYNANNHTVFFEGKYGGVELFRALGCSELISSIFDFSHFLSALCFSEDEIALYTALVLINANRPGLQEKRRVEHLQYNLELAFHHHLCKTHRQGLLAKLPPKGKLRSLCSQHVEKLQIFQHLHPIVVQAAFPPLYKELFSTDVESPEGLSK
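A Gal4/UAS one-hybrid system in insect cells: metallothionein-promoter Gal4–ROR gamma fusion plus Photinus luciferase reporter. Copper sulfate 700 uM final, 20 hr ambient incubation, luminescent detection after 10 min with reagent.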
BRCA1 expr up – activators of BRCA1 expression. MCF7-BRCA1-FFLuc reporter, luminescence, 48 h; response scale: scaled: vehicle 0%, 10 µM genistein 100%. 380,000 tested, 1.1% active. AID 624202. Potency, µM (titrated, usually from 46.1 µM), without a hit: at the highest dose activation, hits mostly activators; note: potency is the fitted concentration of half-maximal effect; nearly all actives have a fitted effect of over 80% in size; some results filed as inactive show a strong effect at the top dose
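MCF7 cells carrying a BRCA1-firefly luciferase reporter (2000 cells/well, phenol-red free MEM) were attached for 2 h at 37 °C, then given compounds for 48 h. Luminescence was read 15 min after luciferase reagent; activity normalized to genistein (10 microM) and DMSO.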
TRPV1 ag – agonists of human vanilloid receptor 1 (TRPV1) | Q8NER1 | TRPV1-expressing cells, Fluo-8 calcium influx, agonist mode | activation, % at 8.33 µM | 320,000 tested, 0.19% active; in the data active = activation above about 80%; inconclusive = between about 30% and that limit; note: 0% is about no effect
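Fluo-8 calcium influx in TRPV1-expressing cells, kinetic read (ex 480/em 520 nm). Compound added and read 3 min for agonist activity, followed by capsaicin at EC20 final and 2 min further read for enhancement.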
p53 reactivator – mutant p53 re-activation in reporter cells | 320,000 tested, 0.063% active | Potency, µM (titrated, usually from 92.2 µM), for the others: top-dose activity change, positive = activation, usual class: activators | H1299 p53-A138V BP100-luciferase reporter, luminescence, 24 h; note: potency is the fitted concentration of half-maximal effect; % of control where 0% means no effect; nearly all actives have a fitted effect of over 45% in size
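p53-null H1299 cells stably carrying temperature-sensitive p53-A138V and a BP100-luciferase reporter were pinned with compounds (4-point, 1:5 series) and held 24 hrs at 37 deg C. Luminescence was read 10 min after detection reagent.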
The depositor's hits bear a star; u = inconclusive; x = no result given; & = joins results of further samples; [ ] = dose if it differs, or a comment. Unless noted, calls come from the whole dose curve; as a rule, active = well fitted curve in the direction sought with a large enough effect; inconclusive = small, poorly fitted or top-dose-only effect, or another doubt; inactive = no such curve, though single readings can be large; an effect the other way counts as inactive or inconclusive.

(1) O=[N+]([O-])c1ccc(N2CCN(c3ccccc3Cl)CC2)cn1
(2) CC(CCC(=O)O)C1CCC2C3C(O)CC4CC(O)CCC4(C)C3CC(O)C12C (centres undefined)
(3) Cc1c(Cl)cccc1NC(=S)NC1CCN(Cc2ccccc2)CC1
(4) COc1cc(OC)c(C(=O)Nc2cc(Cl)ccc2-n2cncn2)cc1OC
(5) O=C(CSCc1ccccc1Br)N/N=C/c1ccc(OCC(=O)N2CCCCC2)cc1

screen / no.,1,2,3,4,5
Tb PFK inh,5%,-21%,0%,9%,0%
ELG1 DNA repair,9%,-1%,-18%,u,26µM*
NPC1 prom act,-2%,-4%,-2%,-1%,1%
Gal4-VP16 FLuc,u,1%,-95%,x,2%
Rab9 prom act,0%,-1%,-2%,1%,1%
ELG1 genotox,0%,3%,-4%,-10%,-4%
FLuc modulator,-2%,2%,2%,-3%,u
RORg inh,26%,19%,10µM*,x,u
BRCA1 expr up,-7%,0%,-39%,-44%,-29%
TRPV1 ag,10,-1,-2,5,0
p53 reactivator,10%,11%,0%,-12%,-1%

(6) O=C(c1ccccc1NS(=O)(=O)c1ccc(F)cc1)N1CCc2ccccc21
(7) CN(Cc1ccccc1)C(=O)CCn1c(=O)c2cccn2c2cccnc21
(8) Brc1ccc(OCc2nnc(SCC3CCCCC3)o2)cc1
(9) N=C1C(c2ccccc2)=C(O)CN1c1cccc(O)c1
(10) Cc1nnc(N/N=C/C(C)c2ccccc2)[nH]c1=O (centres undefined)

screen / no.,6,7,8,9,10
Tb PFK inh,-3%,-1%,0%,4%,-19%
ELG1 DNA repair,-5%,6%,10%,-11%,-8%
NPC1 prom act,-1%,-3%,-2%,-3%,-2%
Gal4-VP16 FLuc,1%,-1%,-8%,-7%,-1%
Rab9 prom act,-7%,-8%,0%,-6%,1%
ELG1 genotox,-2%,3%,1%,4%,-2%
FLuc modulator,-1%,1%,2%,-2%,-2%
RORg inh,-8%,31%,21%,-7%,-28%
BRCA1 expr up,-18%,-32%,-11%,-13%,4%
TRPV1 ag,3,1,27,0,2
p53 reactivator,0%,-1%,-1%,3%,-4%

(11) COc1cc2c(cc1NC(=O)COC(=O)c1ccccc1)oc1ccccc12
(12) O=C(O)c1ccc(Cn2cnc3sc4c(c3c2=O)CCCC4)cc1
(13) CCCN1CCC(=O)N(CCSc2ccc(NC(C)=O)cc2)CC1
(14) O=C1/C(=C/c2ccncc2)Oc2cc(OS(=O)(=O)c3ccccc3)ccc21
(15) O=C1N[C@@H](Cc2ccccc2)COC(=O)[C@H](Cc2ccc(F)cc2)CC/C=C/C[C@H]1CC(=O)N(CCO)Cc1ccccc1

screen / no.,11,12,13,14,15
Tb PFK inh,-1%,6%,2%,0%,0%
ELG1 DNA repair,9%,16%,u,u,u
NPC1 prom act,15%,4%,1%,3%,x
Gal4-VP16 FLuc,-2%,9%,4%&-20%,3%,x
Rab9 prom act,14%,-2%,-3%,0%,x
ELG1 genotox,3%,6%,3%,u,-13%
FLuc modulator,0%,u,-1%,3%,x
RORg inh,-27%,7%,-21%&15%,4%,x
BRCA1 expr up,x,15%,10%,-36%,-58%
TRPV1 ag,0,0,-2,-2,x
p53 reactivator,3%,7%,0%,-12%,14%

The final two records of the section before lead into the next:
(14) O=C1/C(=C/c2ccncc2)Oc2cc(OS(=O)(=O)c3ccccc3)ccc21
(15) O=C1N[C@@H](Cc2ccccc2)COC(=O)[C@H](Cc2ccc(F)cc2)CC/C=C/C[C@H]1CC(=O)N(CCO)Cc1ccccc1
(16) C=CCn1c(CC(=O)Nc2cccc(OC)c2)nnc1SCC(=O)NC1CCCCC1
(17) COCCCNC(=O)COc1cc(C)c(Cl)c(C)c1
(18) CON(C)C(=O)c1ccccc1N(C)C(=O)OC(C)(C)C
(19) O=C(O)c1ccccc1/C=N/NC(=O)C1CCCCC1
(20) COCC(C)n1c(C)cc(C(=O)COC(=O)c2nn(C)c(=O)c3ccccc23)c1C (centres undefined)

screen / no.,14,15,16,17,18,19,20
Tb PFK inh,0%,0%,0%,-1%,10%,-15%,-3%
ELG1 DNA repair,u,u,-3%,-7%,9%,19%,u
NPC1 prom act,3%,x,-4%,-1%,x,0%,x
Gal4-VP16 FLuc,3%,x,-7%,-11%,x,5%,x
Rab9 prom act,0%,x,-2%,-1%,x,-4%,x
ELG1 genotox,u,-13%,2%,3%,3%,2%,-1%
FLuc modulator,3%,x,-2%,1%,x,-20%,x
RORg inh,4%,x,u,-27%,x,1%,x
BRCA1 expr up,-36%,-58%,-5%,-34%,8%,5%,-4%
TRPV1 ag,-2,x,0,14,x,0,x
p53 reactivator,-12%,14%,7%,8%,-2%,-1%,18%

(21) COc1ccc2cc(OCC(=O)NNC(=O)Nc3ccc(F)cc3)ccc2c1
(22) COc1ccc(C(=O)OCCOc2ccccc2C(C)=O)c(O)c1
(23) CCN(CC)CCNC(=O)c1ccc2c(=O)n(CCc3ccccc3)c(=O)[nH]c2c1
(24) COc1cccc(CNC(=O)C2CCC(=O)N(CCc3cccc(F)c3)C2)c1 (centres undefined)
(25) COc1cc(C2=NOC(C(=O)Nc3ccc(C)cc3)C2)cc(OC)c1OC (centres undefined)

screen / no.,21,22,23,24,25
Tb PFK inh,-3%,0%,3%,-8%,2%
ELG1 DNA repair,4%,-3%,u,-3%,u
NPC1 prom act,7%,6%,5%,0%,-6%
Gal4-VP16 FLuc,-4%,0%,0%,-15%,4%
Rab9 prom act,6%,0%,3%,-2%,10%
ELG1 genotox,-6%,-4%,0%,-4%,-3%
FLuc modulator,-10%,u,1%,1%,6%
RORg inh,-14%,19%,20%,8%,-15%
BRCA1 expr up,19%,0%,5%,-19%,-10%
TRPV1 ag,0,9,0,-2,20
p53 reactivator,-4%,-1%,11%,-1%,-11%

(26) COc1c(S(=O)(=O)N2CCCC2)ccc(Cl)c1Cl
(27) CN(C)c1ccc(NC(=O)COC(=O)c2cc(Cl)ccc2[N+](=O)[O-])cc1
(28) O=C(NC1CCCC1)C(c1ccccn1)N(C(=O)c1csnn1)C1CC1 (centres undefined)
(29) CCN1Cc2cc(OC)ccc2-c2ccccc2S1(=O)=O
(30) Cn1c(SCC(=O)N2CCOCC2)nnc1-c1cccc(NC(=O)c2ccccc2)c1

screen / no.,26,27,28,29,30
Tb PFK inh,0%,0%,-7%,-2%,4%
ELG1 DNA repair,16%,6%,13%,8%,13%
NPC1 prom act,2%,-4%,1%,x,1%
Gal4-VP16 FLuc,3%,-3%,-2%,x,-3%
Rab9 prom act,-1%,-4%,-2%,x,-10%
ELG1 genotox,6%,-1%,-4%,-3%,-10%
FLuc modulator,-3%[2.3 µM],u,6%,x,-2%
RORg inh,-11%,30%,-24%,x,25%
BRCA1 expr up,-10%,-22%,0%,3%,-10%
TRPV1 ag,6,2,-1,x,2
p53 reactivator,1%,-2%,-4%,-7%,0%

(31) Cc1ccccc1C(=O)c1c[nH]c(C(=O)NCc2ccco2)c1
(32) CC(=O)c1c(C)[nH]c(C(=O)NCc2ccccc2F)c1C
(33) Oc1ccc2n[nH]nc2c1
(34) CCC(=O)c1ccc(OCC(=O)c2ccc3c(c2)NC(=O)CO3)cc1
(35) NS(=O)(=O)c1cccc(NC(=O)COC(=O)c2ccccc2SCC(=O)N2CCCC2)c1
(36) NC(=O)c1ccc2c(c1)OCCO2
(37) CCCCNC(=S)Nc1ccc(C(F)(F)F)cc1

screen / no.,31,32,33,34,35,36,37
Tb PFK inh,-1%,0%,-1%,3%,-2%,-1%,2%
ELG1 DNA repair,6%,6%,-1%,-14%,-18%,-1%,u
NPC1 prom act,1%,1%,-3%,0%,x,-3%,6%
Gal4-VP16 FLuc,10%,3%,-8%,0%,x,0%,13µM*
Rab9 prom act,0%,-4%,-7%,0%,x,-11%,0%
ELG1 genotox,-1%,4%,0%,0%,-3%,-2%,-15%
FLuc modulator,-2%,-5%,5%,-2%,x,-1%,u
RORg inh,37%,4%,11%,19%,x,3%,4.5µM*
BRCA1 expr up,2%,-7%,-13%,0%,-1%,1%,-55%
TRPV1 ag,3,6,0,x,x,-1,u
p53 reactivator,-1%,2%,-4%,-3%,4%,0%,2%

Molecules from the list above that have bromine (2):
(5) O=C(CSCc1ccccc1Br)N/N=C/c1ccc(OCC(=O)N2CCCCC2)cc1
(8) Brc1ccc(OCc2nnc(SCC3CCCCC3)o2)cc1

screen / no.,5,8
Tb PFK inh,0%,0%
ELG1 DNA repair,26µM*,10%
NPC1 prom act,1%,-2%
Gal4-VP16 FLuc,2%,-8%
Rab9 prom act,1%,0%
ELG1 genotox,-4%,1%
FLuc modulator,u,2%
RORg inh,u,21%
BRCA1 expr up,-29%,-11%
TRPV1 ag,0,27
p53 reactivator,-1%,-1%
